Compound activity deposited in PubChem by National Center for Advancing Translational Sciences (NCATS).
ASM inhibitor: human S-ASM enzyme inhibition | P17405 | placental ASM, HMU-PC fluorogenic substrate, 60 min | Potency, µM (titrated, usually from 57.5 µM), without a hit: top-dose activity change, negative = inhibition, most hits filed as inhibitors | 340,000 compounds, 0.006% hits; active = well fitted inhibition curve with a large enough effect; inconclusive = small, poorly fitted or top-dose-only effect; inactive = no such curve, though single readings can be large or run the other way; note: potency is the fitted concentration of half-maximal effect
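Steps: dispense placental human ASM, pin compound, wait 10 min at room temperature, add HMU-PC0 substrate at 9 uM final, incubate 60 min at 37 °C, add stop solution raising pH to 10, read fluorescence.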
KCNH2 WT inh: blocks the wildtype human KCNH2 potassium channel. Q12809. U2OS, BacMam KCNH2, thallium flux FluxOr; hits give low values. activity change, % at 1.84 µM. 340,000 compounds, 0.37% hits;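 active = maximum activity change below -70%; inconclusive = maximum activity change between -70% and -50%; inactive = maximum activity change above -50%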; note: % is set by controls: 0 for no effect and ±100 for the full control effect
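U2OS cells transduced with wild-type KCNH2 virus are loaded with FluxOr dye for 45 min, and thallium flux is measured in kinetic reads before and after stimulation buffer. Rate constants are normalized to DMSO controls.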
* = called active by the depositor; ? = inconclusive; [ ] = another dose, or the depositor's remark. This is a subset. The share of hits here may be higher or lower than overall.

item	canonical_smiles	KCNH2 WT inh	ASM inhibitor
1	[O-][n+]1nc2ccccc2c2ccccc21	5	187%[activator]
2	Cc1cc([N+](=O)[O-])ccc1NS(=O)(=O)c1ccccc1	-2	-2%
3	CCN1C[C@@H]2[C@@H]3C(=O)N(Cc4ccccc4)C(=O)[C@@H]3[C@](C)(C1=O)N2C(=O)c1ccc(Cl)c(Cl)c1	6	-2%
4	Nc1cc2c(cc1N)-c1ccccc1C2	1	16%
5	CC12CCC(C3NC(=S)NN=C31)C2(C)C (stereo not given)	-5	7%
6	CC(=Nc1ccccc1)C1=C(O)C(CC(C)C)NC1=O (stereo not given)	-8	-3%
7	NC1=NC[C@H](Cc2ccccc2)N1CC1CCCCC1	-11	2%
8	O=[N+]([O-])c1ccc(CSCc2ccc([N+](=O)[O-])cc2)cc1	-9	4%
9	O=C(Cc1cccc2ccccc12)Nc1ccccc1	2	0%
10	O=C(O)C1(Nc2ccc([N+](=O)[O-])cc2[N+](=O)[O-])CCCC1	0	-6%
11	Cc1nc(N)nc(N)c1-c1ccc(Cl)c(Cl)c1	-1	2%
12	CCOC(=O)C1=C(CC)Nc2ccccc2N=C1NC(=O)c1ccc(OC)c(S(=O)(=O)N2CCOCC2)c1	-2	6%
13	COc1ccc(COC(=O)CCc2c[nH]c3ccccc23)cc1F	-25	-1%
14	CC(NCC(=O)NC(=O)NCCC1=CCCCC1)c1ccc(S(N)(=O)=O)cc1 (stereo not given)	1	-4%
15	COc1ccc(NC(=O)Nc2c(O)ccc3ccccc23)cc1	-3	51%[activator]
16	CC(=O)C1(C)CCC2C3C=C(C)C4=CC(=O)CCC4(C)C3CCC21C (stereo not given)	24	-3%
17	CC1(c2ccccc2)C(C#N)C(=O)NC(=O)C1C#N (stereo not given)	11	1%
18	CC(Oc1ccc(F)cc1)C(=O)Nc1cc(S(=O)(=O)N2CCCCC2)ccc1N1CCN(C)CC1 (stereo not given)	45	3%
19	COc1cc(C(=C(CC(=O)O)C(=O)O)c2ccc3c(c2)OCO3)cc(OC)c1OC	-6	3%
20	Cc1ccccc1-c1nnc(-c2cccc3ccccc23)o1	-8	-7%
21	COc1ccc(NC(=O)c2cc(-c3ccco3)nc3ccccc23)cc1	-2	-3%
22	Cc1ccc(Cl)cc1NC(=O)CN1CCOCC1	3	-3%
23	COc1cccc(CC2(CO)CCCN(Cc3ccc(OC(F)F)cc3)C2)c1 (stereo not given)	-74*	-1%
24	O=C(c1ccccc1)c1coc(-c2ccccc2)c1	-3	8%
25	O=c1cc(C=NNc2ccccc2)[nH]c(=O)[nH]1	-15	-1%
26	C[C@H]1NC(=O)[C@]2(C)[C@@H](c3ccccc3)[C@H]3COc4ccccc4[C@@H]3N2C1=O	-6	3%
27	COc1ccc2c(=O)c3c(=O)n(Cc4ccccc4)c(C(C)C)nc3oc2c1	-1	-3%
28	CC1CNC(=S)N(c2ccccc2)C1=O (stereo not given)	20	3%
29	COc1cc(NC(=O)CCC(=O)N2CCN(S(=O)(=O)c3ccc(C)cc3)CC2)cc(OC)c1	-3	2%
30	CCOC(=O)C(C)N1CC(=O)N(c2ccccc2)C1=O (stereo not given)	4	-1%
31	O=C(Nc1ccc2c(c1)OCO2)c1cccc(S(=O)(=O)N2CCOCC2)c1	1	-3%
32	Oc1ccc2ccc(Cl)cc2c1	-28	0%
33	CN(C(=O)c1cccc(NC(=O)Cc2ccc(NC(=O)C3CCCN(C(=O)CCc4ccccc4)C3)cc2)c1)C1CCCCC1 (stereo not given)	-1	-3%
34	Cc1ccccc1-c1nnc(SCC(=O)Nc2c(C)n(C)n(-c3ccccc3)c2=O)o1	-2	1%
35	CCN(CC)S(=O)(=O)c1ccc(Cl)c(C(=O)NNC(=O)c2csc(N3CCOCC3)n2)c1	-6	-1%
36	Cc1cn(CC(=O)NCc2ccccn2)c(=O)[nH]c1=O	-5	-1%
37	COC(=O)c1ccc(Cn2ccc(=O)[nH]c2=O)cc1	4	4%
38	Cn1cnc([N+](=O)[O-])c1Sc1nc(N)nc2c1ncn2C1OC(CO)C(O)C1O (stereo not given)	14	6%
39	CCC1CCc2c(sc(N)c2C(N)=O)C1 (stereo not given)	-1	0%
40	Nc1nc(SCc2ccc(Br)cc2)c2ncn(C3OC(CO)C(O)C3O)c2n1 (stereo not given)	-8	-2%
41	O=S1(=O)CCOC[C@H](Cc2ccccc2)N1Cc1ccccc1F	-6	3%
42	O=C1NC(=O)C2(CCCC2)N1	2	2%
43	O=[N+]([O-])c1cccc(S(=O)(=O)Nc2ccc(S(=O)(=O)Nc3nccs3)cc2)c1	-4	1%
44	COc1c(C=O)c2c(c(OC)c1OC)-c1ccc(OC)c(=O)cc1C(NC(C)=O)CC2 (stereo not given)	-12	-1%
45	Cc1ccc(S(=O)(=O)NN=C2CC3CCC2(C)C3(C)C)cc1 (stereo not given)	-2	-3%
46	O=C1C=C(c2cccc3c2oc2ccccc23)CCC1	3	-4%
47	NC(=S)NN=C1CCSCC1	-7	8%
48	O=C(NCCCc1ccccc1)c1cccc(Br)c1	-7	0%
49	O=C(NCC(c1ccco1)N1CCCCC1)c1ccc(COc2ccc(Cl)cc2)cc1 (stereo not given)	22	-4%
50	COC(=O)c1ccc[n+](CCc2c[nH]c3ccccc23)c1	-2	1%
51	CCOc1ccc(C(=O)Nc2ccc(N3CCN(C(=O)c4ccco4)CC3)cc2)cc1Br	-19	-2%
52	Oc1ccc(C=NN=Cc2ccco2)c(O)c1	-26	5%
53	CCC1(c2ccc(F)cc2)NC(=O)N(CC(=O)N2CCN(S(=O)(=O)c3ccc(C)cc3C)CC2)C1=O (stereo not given)	-8	1%
54	CC1(c2nnc(-c3ccccc3)o2)CC(c2ccc([N+](=O)[O-])cc2)=NO1 (stereo not given)	10	0%
55	O=C(Nc1cccc([N+](=O)[O-])c1)NN1CCCCCC1	-4	-1%
56	O=[N+]([O-])c1ccc(C=NN2CCCCCC2)cc1	-7	-14%
57	O=C1C=C(c2ccc3[nH]ccc3c2)CCC1	-12	3%
58	CN(C)C(CNC(=O)c1cccc(S(=O)(=O)Nc2ccc(SC(F)F)cc2)c1)c1ccccc1 (stereo not given)	3	-4%
59	O=C(NCCCN1CCOCC1)c1onc(CSc2ccccn2)c1C(=O)NCCCN1CCOCC1	-7	-3%
60	COc1cc(Br)cc(/C=N/NC(=O)Cc2ccccc2)c1O	12	92%[activator]

Look-ups from the list.
For KCNH2 WT inh, #55 has the entry -4
For KCNH2 WT inh, #58 has the entry 3
For KCNH2 WT inh, #57 has the entry -12
For ASM inhibitor, #47 has the entry 8%
For KCNH2 WT inh, #59 has the entry -7
For KCNH2 WT inh, #49 has the entry 22
For KCNH2 WT inh, #53 has the entry -8

Profiles, quoted from the list. Order of screens: KCNH2 WT inh | ASM inhibitor
Entry for CCOc1ccc(C(=O)Nc2ccc(N3CCN(C(=O)c4ccco4)CC3)cc2)cc1Br → -19 | -2%
Entry for O=C1C=C(c2cccc3c2oc2ccccc23)CCC1 → 3 | -4%
Entry for O=C1C=C(c2ccc3[nH]ccc3c2)CCC1 → -12 | 3%
Entry for CCC1(c2ccc(F)cc2)NC(=O)N(CC(=O)N2CCN(S(=O)(=O)c3ccc(C)cc3C)CC2)C1=O (stereo not given) → -8 | 1%
Entry for NC(=S)NN=C1CCSCC1 → -7 | 8%

New compounds follow.
item	canonical_smiles	KCNH2 WT inh	ASM inhibitor
61	CCOC(=O)C1CCCN1C(=O)C1(NC(C)=O)CCCC1 (stereo not given)	-12	3%
62	CC(=O)C12OC(C)(C)OC1CC1C3CCC4=CC(=O)C=CC4(C)C3(F)C(O)CC12C (stereo not given)	-6	6%
63	Cc1ncc([N+](=O)[O-])n1S(=O)(=O)c1ccc2c(c1)OCCO2	-3	5%
64	Cc1ccc(-c2csc(NC(=O)c3cccc(C)c3)c2C(=O)O)cc1	-3	14%
65	COc1ccccc1C=Cc1ccnc2ccccc12	-5	78%[activator]
66	CC(C)(C)CN1C(N)=NC[C@@H]1c1ccccc1	3	-1%
67	CNC(=S)NN=C(C)CCCC(C)=NNC(=S)NC	-30	8%
68	O=C(CCNC(=O)c1ccc(Br)cc1)Nc1ncccc1O	7	0%
69	COC1=CC(=O)OC(C)(c2ccccc2)C1 (stereo not given)	0	1%
70	Cc1ccc(S(=O)(=O)N2CCN(c3ncccn3)CC2)cc1C	-11	3%
71	COc1cccc(-c2cc(C(=O)Nc3ccc(N(C)C(C)=O)cc3)c3cc(Br)ccc3n2)c1	-11	-19%
72	COc1ccc(-n2c(=O)c3c4c(sc3n3cnnc23)CC(C)CC4)cc1 (stereo not given)	4	0%
73	O=S(=O)(Nc1ccc(O)c2ccccc12)c1ccc(OC(F)(F)F)cc1	4	0%
74	CCOC(=O)NC1CCc2cc(OC)c(OC)c(OC)c2-c2ccc(OC)c(=O)cc21 (stereo not given)	26	2%
75	CC(C)c1ccc(C2OCC(C)([N+](=O)[O-])CO2)cc1 (stereo not given)	-3	0%
76	CC1CCN(c2nc3c(c(=O)[nH]c(=O)n3C)n2CCSc2ncccn2)CC1	5	1%
77	CC(=O)N(Cc1ccccc1)C(CC(=O)NCc1ccccc1)C(=O)O (stereo not given)	1	-3%
78	Cc1ccccc1Cn1nnc2c1C(=O)c1ccccc1C2=O	-3	-5%
79	CC(C)(C)OC(=O)N(Cc1ccccc1)Cc1cccc(OCc2cccc(NC(=O)c3ccccc3)c2)c1	2	-1%
80	OC(CSc1ccccc1)CN1CCN(c2ccc(Cl)cc2)CC1 (stereo not given)	-32	4%
81	O=C(Oc1ccc(Br)cc1C(=O)/C=C/c1ccccc1F)c1ccco1	16	-5%
82	CC(=O)Nc1c(Br)cc2c(c1Br)Cc1cc([N+](=O)[O-])ccc1-2	0	-4%
83	Cc1cc(C)c2cc(C#N)c(N3CCCN(S(=O)(=O)c4ccccc4)CC3)nc2c1	-19	5%
84	CN(C)CCN(Cc1ccco1)c1ccccn1	13	2%
85	CCCOC(=O)c1ccc(NC(=O)COC(=O)C2CCN(c3ccc(C(F)(F)F)cn3)CC2)cc1	3	-10%
86	Cc1ccc(C(=O)Nc2ccc(S(=O)(=O)N3CCOCC3)cc2)cc1Br	14	-6%
87	O=C1CC2(CCCC2)Oc2ccc(F)cc21	8	2%
88	COc1ccc(-c2nnc(SCC(=O)N3CCCC3)o2)cc1OC	10	-3%
89	CNc1cccnc1C=NNC(N)=S	?	92%[activator]
90	C=CC(=O)Nc1cccc(CN2C(=O)N(c3cc(OC)cc(OC)c3)Cc3cnc(NCCCCN(CC)CC)nc32)c1	7	10%

3 compounds from above, ordered by the value under ASM inhibitor, falling:
entry | compound | ASM inhibitor
90 | C=CC(=O)Nc1cccc(CN2C(=O)N(c3cc(OC)cc(OC)c3)Cc3cnc(NCCCCN(CC)CC)nc32)c1 | 10%
74 | CCOC(=O)NC1CCc2cc(OC)c(OC)c(OC)c2-c2ccc(OC)c(=O)cc21 (stereo not given) | 2%
3 | CCN1C[C@@H]2[C@@H]3C(=O)N(Cc4ccccc4)C(=O)[C@@H]3[C@](C)(C1=O)N2C(=O)c1ccc(Cl)c(Cl)c1 | -2%

(cont.)
item	canonical_smiles	KCNH2 WT inh	ASM inhibitor
91	CC(=O)N(CCOc1ccccc1)CCOc1ccccc1	0	4%
92	CC(C)(NC(=O)N1CCOCC1)c1cccc(C(C)(C)NC(=O)N2CCOCC2)c1	-3	7%
93	Oc1cccnc1CN1CCCCC1	3	3%
94	O=C(OCC(=O)N(CCc1ccccc1)Cc1ccccc1)c1ccc(F)c(S(=O)(=O)N2CCOCC2)c1	10	1%
95	N#CC(CCc1ccc([N+](=O)[O-])cc1)(CCc1ccc([N+](=O)[O-])cc1)C(N)=O	-93*	0%
96	NC1=NC(=O)C(c2ccccc2)C(=O)N1 (stereo not given)	-12	3%
97	CCO[C@H]1OC(C(N)=O)=C[C@@H](C2CC2)[C@@H]1CCCO	1	19%
98	Cc1ccc(CNC(=O)c2ccc3c(c2)S(=O)(=O)c2ccccc2C3=O)cc1	-1	-13%
99	O=C(O)c1cc(N2CCCCC2)nc2ccccc12	0	88%[activator]
100	CN(C)S(=O)(=O)c1ccc(SCC(=O)Nc2cccc(S(=O)(=O)N3CCCC3)c2)nc1	-2	0%
101	O=[N+]([O-])c1cccc(-c2ccc3nnc(SCc4cccnc4)n3n2)c1	6	-1%
102	O=C1C=CC[C@H](/C=C/C[C@@H](O)C[C@H](O)CCc2ccccc2)O1	0	-2%
103	COC(=O)CC(C(=O)Nc1cc(C(=O)OC)cc(C(=O)OC)c1)N1CCN(C)CC1 (stereo not given)	-8	0%
104	O=C(Cn1cc(COc2cc(F)cc(F)c2)nn1)c1ccc(O)cc1	-16	0%
105	CCC(c1nnnn1C(C)(C)C)N(Cc1cccs1)Cc1cc2cc(C)c(C)cc2n2nnnc12 (stereo not given)	-9	5%
106	O=C1C2C3CCC(O3)C2C(=O)N1c1nccs1 (stereo not given)	-5	4%
107	CCCCCCCCCCCCN1[C@@H](CC(=O)O)c2cc(F)ccc2S1(=O)=O	-3	6%
108	COc1ccc(Cc2nnc3n2N=C(c2cc4ccccc4o2)CS3)cc1OC	6	-2%
109	Nc1ccc(N=Nc2ccc(O)cc2)c(N)n1	24	-4%
110	Cc1ccc(Nc2ccc([N+](=O)[O-])ccc2=O)cc1	1	-5%
111	C/C=C(/CCC1NCCc2c1[nH]c1ccccc21)[Si](C)(C)C (stereo not given)	38	1%
112	CC1Cc2ccccc2N1C(=O)c1ccc2c(c1)OCO2 (stereo not given)	-3	6%
113	CCOc1ccc(C(=O)NCC(=O)NNC(=O)CN(C)S(=O)(=O)c2ccc(Cl)cc2)cc1OCC	22	-1%
114	COc1cccc(CN(C)CCCn2cnc(C(=O)Nc3ccc(C)c(C)c3)n2)c1	10	5%
115	CC(=NN1CC(=O)NC1=O)c1ccc([N+](=O)[O-])o1	12	-1%
